Bim-Bcl-XL: inhibitors of Bim-Bcl-XL interaction, human; actives 0.04% (n = 190,000); Bim peptide-Bcl-XL binding, bead flow cytometry, fluorescence; inhibition, % at 10 µM
Target sequence (Q07817 whole entry, looked up): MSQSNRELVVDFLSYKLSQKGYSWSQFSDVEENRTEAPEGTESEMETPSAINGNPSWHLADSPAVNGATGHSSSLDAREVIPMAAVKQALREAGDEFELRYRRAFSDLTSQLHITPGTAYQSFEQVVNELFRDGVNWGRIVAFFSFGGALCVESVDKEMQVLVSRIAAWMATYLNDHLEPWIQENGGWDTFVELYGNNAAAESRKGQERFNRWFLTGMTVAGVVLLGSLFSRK
Bim-Bcl-B: inhibitors of Bim-Bcl-B interaction, human. Q9HD36. bead-based flow cytometry, Bim peptide-Bcl-B binding. inhibition, % at 10 µM. actives 0.073% (n = 190,000);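 further: 0% = tracer peptide without compound and 100% = reference inhibitor peptide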
Target sequence (Q9HD36 whole entry, looked up): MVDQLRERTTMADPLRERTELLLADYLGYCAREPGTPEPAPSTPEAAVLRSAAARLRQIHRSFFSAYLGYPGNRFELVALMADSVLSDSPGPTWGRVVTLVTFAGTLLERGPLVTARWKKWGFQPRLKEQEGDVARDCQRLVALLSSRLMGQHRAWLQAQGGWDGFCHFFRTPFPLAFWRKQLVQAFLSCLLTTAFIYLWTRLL
Bim-Bcl-W: inhibitors of Bim-Bcl-W interaction, human; Q92843; bead-based flow cytometry, Bim peptide-Bcl-W binding; inhibition, % at 10 µM; actives 0.02% (n = 190,000);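 further: 0% = bound tracer without compound and 100% = peptide blocker; higher means less fluorescent Bim peptide bound to Bcl-W beads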
Target sequence (Q92843 whole entry, looked up): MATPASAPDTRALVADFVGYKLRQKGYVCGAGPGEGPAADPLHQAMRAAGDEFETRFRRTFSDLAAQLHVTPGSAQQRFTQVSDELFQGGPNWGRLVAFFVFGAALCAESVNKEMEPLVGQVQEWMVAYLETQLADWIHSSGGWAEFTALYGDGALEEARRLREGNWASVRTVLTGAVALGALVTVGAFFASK
Bcl-2 Bim block: disrupts Bim peptide binding to human Bcl-2. P10415. actives 0.06% (n = 190,000). inhibition, % at 10 µM. Bead-based flow cytometry, Bim peptide-Bcl-2 binding; in the data active means inhibition above about 40%; inconclusive means no clear call, values can overlap the other calls;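 further: 0% = no compound wells with probe peptide and 100% = reference peptide inhibitor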
GSH bead fluor: compound fluoresces at 488/530 nm on GSH beads | GSH beads flow cytometry, compound fluorescence 488/530 nm; active compounds read high | fluorescence (KMESF) at 10 µM | actives 0.25% (n = 190,000) | AID 1776; in the data active means fluorescence above about 89;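 further: glutathione beads carrying GST-tagged Bcl family fusion proteins plus one bare bead set; values are compound well signal with DMSO vehicle wells as background; inactives centre near 16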
ABCG2 inh: inhibitors of human ABCG2 transporter, ABCB1 counter-screen; Q9UNQ0; IgMXP3 cells, JC-1 efflux, flow cytometry; inhibition, % at 6.6 µM; actives 0.1% (n = 190,000); AID 1325;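 active means inhibition above 80%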;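 further: 0% = DMSO and 100% = nicardipine control wells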
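Measure – % inhibition of efflux relative to nicardipine and DMSO · Test system – ABCG2 IgMXP3 and barcoded ABCB1 CCRF-Adr cell mix · Control set – nicardipine as high control, DMSO as low control · Compound – one concentration, 6.6 µM final · Signal – flow cytometry of retained JC-1 fluorescence · Timing – 10 min exposure at 25 °C with rotation, no wash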
RGS8-Gao: modulates binding of RGS8 to human Galphao. actives 0.34% (n = 220,000). P09471. AID 1423. response (percent of control binding), % at 10 µM. multiplexed bead flow cytometry; actives lie on both sides; in the data active means response below about 60% or above about 140%; inactive means in between;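 further: Galphao activated as the GDP aluminium fluoride complex binding bead-coupled RGS8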
Target sequence (P09471 whole entry, looked up): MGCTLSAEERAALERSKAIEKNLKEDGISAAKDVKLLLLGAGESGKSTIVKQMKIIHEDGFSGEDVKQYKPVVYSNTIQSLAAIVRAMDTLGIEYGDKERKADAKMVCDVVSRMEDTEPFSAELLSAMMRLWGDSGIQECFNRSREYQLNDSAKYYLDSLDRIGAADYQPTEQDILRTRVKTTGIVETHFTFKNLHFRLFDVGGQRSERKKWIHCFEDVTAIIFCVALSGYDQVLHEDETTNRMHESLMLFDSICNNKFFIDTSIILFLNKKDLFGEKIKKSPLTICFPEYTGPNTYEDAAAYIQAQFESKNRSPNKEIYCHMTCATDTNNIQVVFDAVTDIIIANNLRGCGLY
RGS4-Gao reg: human RGS4-Galphao interaction regulation | binding response (% of control), % at 10 µM | actives 0.33% (n = 220,000) | Multiplexed bead flow cytometry, RGS4-Galphao binding; actives lie on both sides; in the data active means binding response below about 49% or above about 150%; inactive means in between;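 further: fluorescent Galphao activated with aluminum fluoride binding bead-coupled RGS4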
Bim-Bfl-1: human Bim-Bfl-1 interaction inhibition | actives 0.12% (n = 190,000) | Bead-based flow cytometry, Bim-Bfl-1 binding inhibition | inhibition, % at 10 µM | AID 1008;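 further: 0% = wells without compound plus tracer and 100% = blocker peptide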
ABCB1 inh: inhibitors of human ABCB1 transporter, ABCG2 counter-screen | CCRF-Adr cells, JC-1 efflux, flow cytometry | P08183 | AID 1326 | inhibition, % at 6.6 µM | actives 0.067% (n = 190,000); in the data active means inhibition above about 40%;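 further: 0% = vehicle and 100% = reference inhibitor; higher value means more JC-1 retained so stronger ABCB1 efflux block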
RGS7-Gao: human RGS7-Galphao interaction regulation; Multiplexed bead flow cytometry, RGS7-Galphao binding; actives lie on both sides; binding response (% of control), % at 10 µM; P09471; actives 0.35% (n = 220,000); in the data active means binding response below about 49% or above about 150%; inconclusive means no clear call, values can overlap the other calls; inactive means in between;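 further: fluorescent Galphao held in activated GDP-AlF4 state binding bead-coupled RGS7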
Numbers without * were called inactive; ? = inconclusive. Unless noted, no stated cut-off is given here; in the data, active means inhibition above about 40%.

compound	RGS4-Gao reg	Bim-Bfl-1	ABCG2 inh	Bim-Bcl-B	Bim-Bcl-W	Bcl-2 Bim block	RGS7-Gao	RGS8-Gao	GSH bead fluor	Bim-Bcl-XL	ABCB1 inh
Cc1nn(-c2ccccc2)c(N2CCCC2)c1/C=N/Nc1ccc(S(=O)(=O)Nc2ccccc2)cc1[N+](=O)[O-]	90	4	-9	10	2	10	88	87	7	0	-0.2
CCN(CC)C(=O)CSc1nnc(-c2ccco2)o1	98	-6	1	-4	-5	-11	99	101	16	-5	0.1
CCc1nnc(NC(=O)[C@@H](NC(=O)c2cccc(S(=O)(=O)N3CCOCC3)c2)C(C)C)s1	102	-5	2	-4	0	-3	109	114	26	-3	0.5
CC(/C=N/NC(=O)c1cc(-c2ccccc2)nc2ccccc12)=C\c1ccco1	97	9	-2	7	3	7	96	102	8	4	-0.5
CCCCN(CCCNc1ncnc2nc[nH]c12)c1ccccc1	99	-9	3	-8	1	-8	96	101	26	-2	0.3
CCN(CC)CCCNCC(=O)Nc1cc(C)on1	103	-6	0	-2	-2	0	104	101	26	-2	-0.1
Cc1ccc2c(c1)c1nnc(SCC(=O)N3CCCc4ccccc43)nc1n2CC(=O)O	102	1	-1	13	13	7	101	102	8	18	-0.6
O=C1CC(N2CCSCC2)C(=O)N1c1ccccc1 (configuration not stated)	97	1	1	2	1	2	98	97	29	2	0.4
CCCCn1c(NC(=O)c2ccc(Br)o2)c(S(=O)(=O)c2ccccc2)c2nc3ccccc3nc21	99	-4	0	-4	1	1	97	99	14	-2	0.1
CCN(CCO)Cc1csc2ccc(Cl)cc12	99	-1	6	-2	-3	0	100	102	9	-3	1.4
O=C(NNC(=O)c1ccc(F)cc1F)c1ccc2c(c1)OCO2	105	-3	1	0	0	0	106	107	7	-1	-0.1
COc1cccc(-n2ccnc2SCC(=O)Nc2ccccc2F)c1	95	-1	0	-20	-2	1	88	102	14	-6	0.1
O=C(c1cccs1)c1no[n+]([O-])c1C(=O)c1cccs1	96	1	-1	6	11	-8	90	90	31	11	-0.4
CCOC(=O)c1c(-c2cccc([N+](=O)[O-])c2)cn2ccccc12	103	-5	8	-6	-5	-6	?	102	9	-2	0.5
CCOC(=O)CSC1=N/C(=C\c2ccc(OC)c(OC)c2)C(=O)N1C	103	-1	-4	-8	-3	-1	101	103	10	-8	0.3
CCCCOC(=O)c1ccc(NC(=O)c2cc(Cl)ccc2OC)cc1	99	-11	3	-8	1	-8	95	98	17	-4	0.1
CC(C)N(Cc1ccccc1)C(=S)Nc1ccc(F)cc1	102	-8	6	-7	-6	-8	?	100	17	-5	1.1
Cc1sc2ncn(CC(=O)NCC3COc4ccccc4O3)c(=O)c2c1S(=O)(=O)N1CCCCC1 (configuration not stated)	102	-7	2	-5	0	-5	100	100	15	-1	0.9
CCN(CC)C1CCN(C(=O)CCc2nnc(CCCCc3ccccc3)o2)C1 (configuration not stated)	106	-3	-3	-5	-1	3	103	104	15	-1	-0.4
COc1ccccc1N1CCN(CC(O)COCCOc2ccc(Br)cc2)CC1 (configuration not stated)	113	12	1	12	13	8	115	121	14	18	1.0
COc1cc(Cl)c(C)cc1NC(=O)CCCn1c(=O)oc2ccccc21	107	0	11	-4	-2	2	102	105	7	-2	1.2
COc1cccc(OC)c1C(=O)Nc1cc(C)on1	100	-4	1	-4	-5	-3	104	102	11	-3	-0.1
O=C1[C@H]2C(c3ccccc3)=NN(c3ccccc3)[C@H]2C(=O)N1c1ccccc1	102	-2	7	-5	-3	0	99	101	12	0	-0.4
COc1ccc(C(=O)Nc2ccc(Cl)cc2C(=O)N2CCCC(C)C2)cc1OC (configuration not stated)	101	-13	7	-12	-3	-10	98	98	11	-6	1.8
CCOC(=O)Cc1csc(NC(=O)C(C)(C)CC)n1	106	-9	1	-6	5	-7	103	102	43	-3	0.2
O=C(Nc1ccccc1O)c1csc2c1CCCC2	101	-5	2	0	-4	-3	107	102	55	-8	-0.1
O=C(O)CC/C(=C\c1ccc(N2CCOCC2)c([N+](=O)[O-])c1)c1nc2ccccc2s1	99	2	6	3	0	1	?	99	14	2	-0.2
CCCCOP(=O)(c1ccc(N(C)C)cc1)C(Nc1ccccc1)c1ccccc1 (configuration not stated)	132	0	1	-10	-2	-2	131	129	9	-5	0.6
O=C(OCc1ccc(F)cc1)c1ccc2c(c1)-c1ccccc1C2=O	107	0	2	-5	-3	-1	108	106	20	-5	0.4
CC(C)N1CC(C(=O)Nc2nc3ccccc3s2)CC1=O (configuration not stated)	98	-4	0	0	0	-2	97	99	48	0	-0.1
COC(=O)CSc1ccc(-c2nc3ccc(C)cc3[nH]2)cn1	104	-7	2	-6	7	-4	105	105	50	3	0.5
O=C(c1ccc(F)cc1)N1CCN(Cc2ccccc2Br)CC1	103	-20	3	-8	-4	-11	102	103	39	-9	0.9
Nc1ccc2nc(N3CCOCC3)sc2c1	101	3	7	-2	-1	-2	?	100	14	-2	3.2
O=C(CN(c1ccccn1)S(=O)(=O)c1ccccc1)Nc1ccccc1	102	-5	1	-3	1	0	96	98	10	2	0.2
CCc1ccccc1N(C1=NCCCS1)S(=O)(=O)c1ccc(C(C)(C)C)cc1	103	-1	-2	-7	-4	-2	103	103	6	-7	-0.3
O=C(O)C1C2C=CC(C2)C1C(=O)NCCCn1ccnc1 (configuration not stated)	104	-13	0	-6	-5	-13	101	102	28	-16	-0.1
Cc1ccc(N2C(S)=C(C#N)C(=O)NC23CCCCC3)cc1	108	0	-1	-6	-2	1	108	105	6	-4	-0.3
O=C(COC(=O)/C=C/c1ccccc1[N+](=O)[O-])Nc1ccc(OCc2ccccc2)cc1	75	-10	2	-2	-2	-3	101	101	14	-2	0.0
COc1ccc(C2(CNC(C)=O)CCCC2)cc1OC	99	-15	-4	-8	-4	-12	108	106	29	-5	-0.6
CCCc1cc(=O)[nH]c(SCC(=O)Nc2sc3c(c2C#N)CCC(C)C3)n1 (configuration not stated)	96	-2	1	-5	-1	-1	?	99	15	-4	0.4
CCOc1ccccc1N1CCN(C(=S)NCc2ccc(Cl)cc2)CC1	95	-1	18	-7	-3	-1	?	97	16	-4	1.6
O=C(CSc1ncnc2ccccc12)c1ccc2c(c1)OCCO2	99	-7	6	-13	-6	-5	104	105	10	-11	0.3
CCc1ccc2oc(-c3cc(N)cc(C)c3O)nc2c1	100	-1	0	0	0	-2	100	101	11	0	-0.1
Cc1cc(C)c2c(n1)sc1c(=O)[nH]c(SCc3ccccc3)nc12	95	-8	2	-13	-3	-4	99	101	48	-9	-0.2
Cc1ccc(-c2ccc(/C=C(\C#N)C(N)=S)o2)c([N+](=O)[O-])c1	84	3	1	-9	0	-1	95	94	18	2	-0.6
CC(C)OCCCn1c(NN)nc2ccccc2c1=O	99	-2	0	0	-4	-1	100	99	7	-2	-0.4
COc1ccccc1C1N(c2ccc(F)cc2)C(=O)C2CCCN21 (configuration not stated)	100	-12	1	-3	7	0	99	104	9	1	0.3
CCOc1ccc(-n2c(N)c(-c3nc4ccccc4[nH]3)sc2=S)cc1	101	-7	5	-8	0	-6	102	100	23	-7	0.0
CCOC(=O)C1C(=O)NC(SCC(=O)OC)=C(C#N)C1c1ccccc1OCC (configuration not stated)	103	-15	3	-12	-4	-13	99	100	27	-5	1.3
Cc1c(C(=S)Nc2ccccc2)cnn1-c1ccccc1	101	-16	1	-15	-4	-9	97	101	33	3	0.1

Some of the entries so far, with values under each structure.
Each structure is followed by: RGS4-Gao reg	Bim-Bfl-1	ABCG2 inh	Bim-Bcl-B	Bim-Bcl-W	Bcl-2 Bim block	RGS7-Gao	RGS8-Gao	GSH bead fluor	Bim-Bcl-XL	ABCB1 inh
O=C(c1ccc(F)cc1)N1CCN(Cc2ccccc2Br)CC1
  103	-20	3	-8	-4	-11	102	103	39	-9	0.9
Nc1ccc2nc(N3CCOCC3)sc2c1
  101	3	7	-2	-1	-2	?	100	14	-2	3.2

Quoted at random: 2 entries already listed
compound	RGS4-Gao reg	Bim-Bfl-1	ABCG2 inh	Bim-Bcl-B	Bim-Bcl-W	Bcl-2 Bim block	RGS7-Gao	RGS8-Gao	GSH bead fluor	Bim-Bcl-XL	ABCB1 inh
O=C(O)CC/C(=C\c1ccc(N2CCOCC2)c([N+](=O)[O-])c1)c1nc2ccccc2s1	99	2	6	3	0	1	?	99	14	2	-0.2
O=C(O)C1C2C=CC(C2)C1C(=O)NCCCn1ccnc1 (configuration not stated)	104	-13	0	-6	-5	-13	101	102	28	-16	-0.1

Continuation:
compound	RGS4-Gao reg	Bim-Bfl-1	ABCG2 inh	Bim-Bcl-B	Bim-Bcl-W	Bcl-2 Bim block	RGS7-Gao	RGS8-Gao	GSH bead fluor	Bim-Bcl-XL	ABCB1 inh
O=C(NCc1nc2ccccc2[nH]1)C1=C[C@H](C2CC2)C[C@H](OCCCCO)O1	102	-3	1	-7	-1	0	101	99	21	2	0.8
CC(C)(C)c1nnc(NC(=O)CN2C(=O)C3C4C=CC(C4)C3C2=O)s1 (configuration not stated)	93	-1	0	-3	-2	-2	96	97	12	0	0.1
CCCC(=O)N1CCc2cc(-c3nc(N)sc3C)ccc21	103	-4	2	-8	-6	-5	105	102	13	-10	0.1
O=C(O)c1c[nH]c2ccc(F)cc2c1=O	99	0	2	2	2	3	102	103	11	0	0.6
CCOC(=O)c1sc2nc(NC(=O)C3CC3)sc2c1C	96	-8	8	-5	1	-4	97	96	21	-4	0.4
Cn1c(SCC(=O)Nc2ccccc2)nnc1-c1ccc(NC(=O)CCc2ccccc2)cc1	101	0	7	-2	-8	-1	100	103	30	-6	2.4
O=C(Nc1cccc(Cl)c1)N1CCN(C/C=C/c2ccccc2)CC1	97	-3	0	-6	-1	-5	96	97	41	-3	0.1
CC(C)CN1CCNC(=O)C1CC(=O)N(C)CC1CCOCC1 (configuration not stated)	99	-4	1	0	0	-6	96	100	49	-1	0.1
CC[n+]1c(C=C2C=C(C)OC(C)=C2)sc2ccccc21	122	-5	2	-11	-4	-3	125	116	14	-6	0.6
Fc1cnc(N2CCOCC2)nc1N1CCOCC1	103	0	6	2	-1	-2	97	101	11	0	0.4
COc1ccnc(Oc2ccc(C)cc2)c1C#N	100	-3	0	-4	-3	-9	98	101	11	-4	-0.1
Cc1cccc(NC(=O)CCSc2ccccn2)c1	97	-16	7	-12	-6	-11	95	101	12	-10	0.3
Cc1occc1C(=O)NCCCCc1ccccc1	96	-5	0	-6	-2	-4	100	99	38	-4	0.1
COc1ccc(/C=c2\sc3nc(=O)c(C)nn3c2=O)c(OC)c1	100	-3	3	-3	0	-3	?	101	12	-2	0.6
COc1cc2c(cc1OC)C(c1cccs1)N(C(=O)C(C)C)CC2 (configuration not stated)	94	3	1	-2	0	0	95	100	8	1	2.5
CCOC(=O)C1CCCN(C2CCN(Cc3nc(Cc4ccccc4)no3)CC2)C1 (configuration not stated)	99	-9	0	-2	-4	-1	99	100	10	-5	1.7

Assay outcomes: PubChem BioAssay, NMMLSC
